High-throughput results from PubChem.
FBPA Giardia inh: qHTS Assay for Inhibitors of Fructose-1,6-bisphosphate Aldolase from Giardia Lamblia. purified Giardia FBPA. AID 2451, 2010. Potency, µM (series often up to 59.6 µM), inactives show top-dose activity, negative = inhibition, hits mostly inhibitors. 290,000 tested, 0.71% active; also: potency is read from the fitted curve at half-maximal effect; % is scaled to controls: 0 for no effect and ±100 for the full control effect; nearly all actives have a fitted effect of over 55% in size
Target sequence (A8B2U2 whole entry, looked up): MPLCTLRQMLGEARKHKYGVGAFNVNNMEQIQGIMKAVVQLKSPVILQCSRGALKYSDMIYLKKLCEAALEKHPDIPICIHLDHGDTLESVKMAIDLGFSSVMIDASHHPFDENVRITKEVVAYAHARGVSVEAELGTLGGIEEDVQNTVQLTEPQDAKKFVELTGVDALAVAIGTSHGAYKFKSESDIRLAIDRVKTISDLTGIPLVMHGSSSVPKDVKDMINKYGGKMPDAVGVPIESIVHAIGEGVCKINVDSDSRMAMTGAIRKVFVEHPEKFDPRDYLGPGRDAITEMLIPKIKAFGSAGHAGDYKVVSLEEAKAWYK
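Giardia FBPA (40 nM reagent) was preincubated 10 min at RT with compound (up to 57.5 uM final), then substrate plus GAPDH/TPI/NAD/arsenate coupling system with diaphorase/resazurin was added; resorufin fluorescence (525/598 nm) was read after 20 min.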
Pf growth 48h: Primary qHTS for delayed death inhibitors of the malarial parasite plastid, 48 hour incubation | P. falciparum luciferase growth in erythrocytes, 48 h | Potency, µM (titrated, usually from 28.7 µM), without a hit: top-dose activity change, negative = inhibition, most hits filed as inhibitors | AID 504832, 2011 | 310,000 tested, 5.9% active; also: potency is read from the fitted curve at half-maximal effect; % is scaled to controls: 0 for no effect and ±100 for the full control effect
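First compound was added to culture medium, then infected red cells at 0.1% parasitemia and 2% hematocrit (final). After incubation at 37 C under 5% CO2, luciferase detection reagent was dispensed and light output recorded.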
Shiga inhibitor: A qHTS for Small Molecule Inhibitors of Shiga Toxin; inhibition, % at 38.7 µM; AID 2315, 2010; Vero cells, Shiga toxin protein synthesis inhibition reporter; 290,000 tested, 9.2% active; in the data active = inhibition mostly above about 28%, no sharp cut-off; inactive = mostly below about 43%; also: 0% is about no effect
CHX counter: Cycloheximide Counterscreen for Small Molecule Inhibitors of Shiga Toxin | cell reporter, cycloheximide protein synthesis inhibition counterscreen | max response, % | 300,000 tested, 12% active | AID 2314, 2010; in the data active = max response mostly above about 13%, no sharp cut-off; inactive = mostly below about 14%; also: read at 38.3 µM for the half of the compounds with a filed dose; 0% is about no effect
Pf growth 96h: Primary qHTS for delayed death inhibitors of the malarial parasite plastid, 96 hour incubation. P. falciparum luciferase reporter growth, 96 h. Potency, µM (titrated, usually from 28.7 µM), for inactives: at the highest dose activity change, negative = inhibition, hits mostly inhibitors. 320,000 tested, 6.9% active; also: potency is read from the fitted curve at half-maximal effect; % is scaled to controls: 0 for no effect and ±100 for the full control effect
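Compounds incubated with erythrocytes infected by luciferase-expressing P. falciparum (2% hematocrit, 0.05% parasitemia final) for 96 hours, 37 C in 5% CO2. Growth inhibition scored as decreased luciferase luminescence.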
HCV inhibitor: qHTS Assay for Inhibitors of Hepatitis C Virus (HCV) | Potency, µM (top dose mostly 41.8 µM), without a hit: at the top dose activity change, negative = inhibition, actives largely listed as inhibitors | AID 651820, 2012 | 340,000 tested, 3.4% active | Huh7.5.1 HCVcc-Cre infection, luciferase reporter, 44 h; also: potency is read from the fitted curve at half-maximal effect; % is scaled to controls: 0 for no effect and ±100 for the full control effect
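Infectious HCVcc-Cre (~0.5 moi) was added to cells just after compound, with cells seeded 4 h earlier at 1,000 per well. Luciferase activity after 44 h culture reported infection; substrate was incubated 15 min at room temperature before reading.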
* marks the source's active call; other numbers are inactive results; i = inactive; ? = inconclusive; / = no result given; & = joins results of further samples; [ ] = another dose, or the depositor's remark. Unless noted, calls follow the shape of the dose curve; as a rule, active = well fitted curve in the direction sought with a large enough effect; inconclusive = small, poorly fitted or top-dose-only effect, or another doubt; inactive = no such curve, though single readings can be large; an effect the other way counts as inactive or inconclusive.

SMILES | FBPA Giardia inh | CHX counter | Pf growth 96h | HCV inhibitor | Shiga inhibitor | Pf growth 48h
CCn1ccnc1CN1CCCC(C(=O)c2ccc3cc(OC)ccc3c2)C1 (stereo not drawn) | -2% | 2 | ? | 10µM* | 13 | 2.9µM*
O=Cc1cccn1-c1ncc(Br)cn1 | 3% | 14 | 55%[activator] | 15% | -4 | /
CC(Nc1c([N+](=O)[O-])c(=O)oc2ccccc12)C(Cl)c1ccccc1 (stereo not drawn) | 0% | -4 | 20% | -14% | -13 | -7%
O=C(NNC(=O)c1ccncc1)c1ccccc1 | 6% | -3 | ? | 18% | -6 | 11%[0.00184 µM]
COc1ccc(CCNS(=O)(=O)c2ccc3c(c2)NC(=O)CS3)cc1OC | / | 1 | ? | -12% | -1 | 5%
COc1cc(C2NC(=O)NC(C)=C2C(=O)OC2CCCC(C)C2)cc(Br)c1O (stereo not drawn) | -1% | -4 | ? | -1% | 12 | -29%
COCCn1cnc2c1c(=O)n(CC#N)c(=O)n2Cc1ccccc1 | / | -10 | ? | 13% | -6 | -21%
Clc1ncccc1-c1nnn(-c2ccccc2)n1 | 4% | 50* | 153%[activator] | ? | 56* | 366%[activator]

(continued)
SMILES | FBPA Giardia inh | CHX counter | Pf growth 96h | HCV inhibitor | Shiga inhibitor | Pf growth 48h
COc1ccc(O)c(-c2cc(-c3cccs3)[nH]n2)c1 | 1% | 43* | ? | -20% | 155* | ?
CC(Oc1ccccc1)C(=O)Nc1cccc([N+](=O)[O-])c1 (stereo not drawn) | 0% | 4 | 36%[activator] | -12% | 8 | 41%[activator]
O=C(CCc1nc2ccccc2c(=O)[nH]1)OCC(=O)c1ccc(C2CCCCC2)cc1 | -2% | -6 | -14% | 17% | 18 | 21%
Cc1cccc(CC(=O)Nc2ccon2)c1 | -2% | -2 | 2% | 15% | 23 | 3%
CC(=O)Nc1ccc(Nc2nc(-c3cc4ccccc4oc3=O)cs2)cc1 | -7% | 47* | -24% | ? | 69* | 115%[activator]
CC12CCCc3c(O)cc(=O)n(c31)-c1ccccc12 (stereo not drawn) | 0% | -1 | 19% | 2% | 18 | 8%
CN(CC(=O)NCCc1ccc(S(N)(=O)=O)cc1)CC(=O)Nc1cccc(F)c1 | / | / | -13% | 15% | / | -7%
CC(C(=O)N1c2ccc(F)cc2CCC1C)N1C(=O)c2ccccc2C1=O (stereo not drawn) | 0% | -2 | 4% | 20% | 4 | 3%

The list continues:
SMILES | FBPA Giardia inh | CHX counter | Pf growth 96h | HCV inhibitor | Shiga inhibitor | Pf growth 48h
COc1cc2c(cc1OC)C(c1cccs1)N(C(=O)c1cccc(S(=O)(=O)N(C)C)c1)CC2 (stereo not drawn) | -15% | -2 | ? | ? | -13 | ?
COc1ccc(N=c2scc(-c3ccc(OC)cc3)n2CCO)cc1 | -8% | 30* | 15% | 6.3µM* | 63 | 16%
CNC1(c2ccccc2Cl)CCCCC1=O (stereo not drawn) | 5% | 6 | -7%&23% | -5% | 7 | -2%&2%
C=CCSc1nc2ccccc2c(=O)n1Cc1ccccc1 | 16% | 9 | 84%[activator] | -12% | 1 | 12µM*
COc1ccc(N2CC(NS(=O)(=O)c3ccc(F)cc3)CC2=O)cc1 (stereo not drawn) | / | / | 20% | 10% | / | 20%
O=C(NCCCN1CCOCC1)c1ccccc1NS(=O)(=O)c1ccc(Br)cc1 | -5% | 2 | -14% | 5% | -3 | 0%
O=C1c2ccccc2C(=O)N1CCC1=CCCCC1 | 1% | 41* | 42%[activator] | 20% | 89* | /
Cc1ccsc1C1C=C(c2cccc(Br)c2)Nc2ncnn21 (stereo not drawn) | -3% | -4 | 12µM* | -23% | -18 | 0%

Additional compounds
SMILES | FBPA Giardia inh | CHX counter | Pf growth 96h | HCV inhibitor | Shiga inhibitor | Pf growth 48h
O=C1NC2(CCCCCC2)C(=O)N1Cc1ccccc1 | -1% | -3 | 42%[activator] | 14% | -3 | 15%
O=[N+]([O-])c1cccc2nc(-c3ccccc3)c(-c3ccccc3)nc12 | 0% | -1 | -4% | -9% | 12 | -15%
CCCc1cc(=O)[nH]c(SCC(N)=O)n1 | -6% | -3 | / | -6% | 26 | 7%
CCOC(=O)c1ccc(NC(=O)C2CCCN(S(=O)(=O)c3cnc[nH]3)C2)cc1 (stereo not drawn) | -1% | -3 | 31%[activator] | 2% | -7 | /
CS(=O)(=O)N1CCC(C(=O)N2CCN(Cc3ccccc3)CC2)CC1 | -3% | -4 | 0% | 5% | -7 | 35%
C=CCn1c(O)c(N=Nc2ccccc2C)c2ccccc21 | -27% | 0 | 43%[activator] | 14% | -11 | -1%
O=[N+]([O-])c1ccc2nonc2c1Nc1ccccc1 | 8% | 23* | -18% | 1% | 43 | 3%
O=C(CN1C(=O)c2ccccc2C1=O)Nc1ccccc1N1CCOCC1 | -4% | -2 | 0% | 14% | 9 | 38%[activator]

Compound profiles, from the list above.
`O=C1NC2(CCCCCC2)C(=O)N1Cc1ccccc1` is entered as FBPA Giardia inh: -1%; CHX counter: -3; Pf growth 96h: 42%[activator]; HCV inhibitor: 14%; Shiga inhibitor: -3; Pf growth 48h: 15%
`C=CCn1c(O)c(N=Nc2ccccc2C)c2ccccc21` is entered as FBPA Giardia inh: -27%; CHX counter: 0; Pf growth 96h: 43%[activator]; HCV inhibitor: 14%; Shiga inhibitor: -11; Pf growth 48h: -1%

Given as labelled records: 4 of the compounds above
CC(C(=O)N1c2ccc(F)cc2CCC1C)N1C(=O)c2ccccc2C1=O (stereo not drawn)
  FBPA Giardia inh: 0%
  CHX counter: -2
  Pf growth 96h: 4%
  HCV inhibitor: 20%
  Shiga inhibitor: 4
  Pf growth 48h: 3%

COc1cc2c(cc1OC)C(c1cccs1)N(C(=O)c1cccc(S(=O)(=O)N(C)C)c1)CC2 (stereo not drawn)
  FBPA Giardia inh: -15%
  CHX counter: -2
  Pf growth 96h: ?
  HCV inhibitor: ?
  Shiga inhibitor: -13
  Pf growth 48h: ?

COc1ccc(N=c2scc(-c3ccc(OC)cc3)n2CCO)cc1
  FBPA Giardia inh: -8%
  CHX counter: 30*
  Pf growth 96h: 15%
  HCV inhibitor: 6.3µM*
  Shiga inhibitor: 63
  Pf growth 48h: 16%

CNC1(c2ccccc2Cl)CCCCC1=O (stereo not drawn)
  FBPA Giardia inh: 5%
  CHX counter: 6
  Pf growth 96h: -7%&23%
  HCV inhibitor: -5%
  Shiga inhibitor: 7
  Pf growth 48h: -2%&2%

(cont.)
SMILES | FBPA Giardia inh | CHX counter | Pf growth 96h | HCV inhibitor | Shiga inhibitor | Pf growth 48h
COc1ccc(OC)c2c(N3CC(C)OC(C)C3)cc(C(F)(F)F)nc12 (stereo not drawn) | 1% | 21* | 0% | 11% | 78* | 112%[activator]
S=c1[nH]nc(-c2ccc3ccccc3n2)n1-c1ccc2c(c1)OCCO2 | 13% | 10 | 6% | 7% | 30 | -7%
Cc1ccc(NC(=O)CSCC(=O)NCCc2ccccc2)cc1 | / | 2 | 52%[activator] | 7% | -4 | ?
Cc1ccc(N(C)S(=O)(=O)c2cccc(C(=O)Nc3ccc(N4CCOCC4)cc3)c2)cc1 | / | / | 10µM* | 6.3µM* | / | ?
Cc1cccc(CN2C(=O)/C(=C\c3ccc(C(=O)NCCN4CCOCC4)cc3)Sc3ccccc32)c1 | / | -2 | ? | ? | 20 | ?
CCCCOc1ccc(Br)cc1CSC(=N)N | -12% | -9 | ? | 2µM* | -19 | 4.7µM*
CSCCC(NC(=O)c1ccco1)C(=O)Nc1ccc(C)cn1 (stereo not drawn) | / | / | 68%[activator] | -27% | / | 63%[activator]
C(=N\NCc1ccccc1)/c1ccc2ncccc2c1 | -3% | 38* | 124%[activator] | 6% | 79* | 337%[activator]

The list goes on:
SMILES | FBPA Giardia inh | CHX counter | Pf growth 96h | HCV inhibitor | Shiga inhibitor | Pf growth 48h
Cc1ccsc1/C=N/Nc1ncc(Cl)cc1Cl | -12% | 32* | -101% | 13µM* | 119* | /
Cc1ccc(C(=O)c2cnc3cc4c(cc3c2S(=O)(=O)c2ccccc2)OCCO4)cc1 | -17% | 68* | ? | -7% | 100* | 3.3µM*
O=C(CN1CCN(Cc2ccccc2F)C1=O)NCC1CCCO1 (stereo not drawn) | 5% | 1 | -2% | 10% | -5 | 2%
NC(=O)C1(c2ccccc2)CCOCC1 | 5% | -2 | 23% | 9% | -12 | ?
COc1ccc(NC(=O)Cn2c(C)csc2=O)c(OC)c1 | / | / | ? | -5% | / | ?
O=C(C1CC1)N(Cc1ccco1)c1nc(-c2ccccc2)cs1 | -9% | 8.3* | ? | ? | 5 | ?
O=C(Nc1ccc2c(c1)OCO2)N1CCOCC1 | -3% | 36* | / | 1% | 66* | 38%[activator]
O=[N+]([O-])c1ccccc1/C=C/C=N/n1c(-c2ccccc2F)n[nH]c1=S | 14% | 10 | 1% | -6% | 14 | 8%

The results go on:
SMILES | FBPA Giardia inh | CHX counter | Pf growth 96h | HCV inhibitor | Shiga inhibitor | Pf growth 48h
COc1cccc(CNC(=O)C2Cc3cc(S(=O)(=O)N4CCCC4)ccc3N2C(C)=O)c1OC (stereo not drawn) | / | -3 | 15µM* | 1% | 13 | -9%
Cc1ccc(S(=O)(=O)NC(=O)NC(C)Cc2ccccc2)cc1 (stereo not drawn) | 0% | 20* | 17%&37% | 18% | 56 | 1%&-7%
c1ccc2[nH]c(SCC3CCCCO3)nc2c1 (stereo not drawn) | -4% | 34* | i | 0% | 105* | i
Fc1ccc(/C=N/NC(=S)NCCc2ccccc2)cc1F | 18% | -2 | -1% | -11% | 6 | 7%
O=C(c1cc2ncc(CCCl)cn2n1)N1CCCCCC1 | -4% | -3 | 3% | 8% | 16 | 40%[activator]
CS(=O)(=O)N1CCN(c2ccccc2NC(=O)c2cc3ccccc3o2)CC1 | 9% | -5 | 23% | ? | -8 | ?
C[C@H](NC(=O)c1nc[nH]c1C(=O)OCc1ccccc1)c1ccccc1 | / | / | ? | ? | / | ?
CN1CCC(OC(=O)c2cc3cc(Cl)cc(Cl)c3oc2=O)CC1 | -19% | -2 | -2% | -24% | -13 | 0%

Later entries.
SMILES | FBPA Giardia inh | CHX counter | Pf growth 96h | HCV inhibitor | Shiga inhibitor | Pf growth 48h
COc1cc(CC(=O)OCC(=O)NCc2ccc(C)cc2)cc(OC)c1OC | / | / | ? | 16% | / | ?
CCN(CC)CCCN1C(=O)C(O)=C(C(C)=O)C1c1cccc(OC)c1 (stereo not drawn) | 7% | -1 | ? | 14% | -4 | 9%
COc1cc([N+](=O)[O-])ccc1NC(=O)NCC1CCN(Cc2ccc(Cl)cc2)CC1 | 2% | -8 | ? | 13µM* | 19 | ?
COc1cccc(C(=O)NNC(=S)NC2CCCCC2)c1 | 8% | 42* | ? | 3% | 47* | 184%[activator]
CCc1nnc(NC(=O)c2ccc(F)c(S(=O)(=O)N3CCCCC3)c2)s1 | -15% | -2 | 12µM* | 2% | -5 | 8%
Oc1c(C=Nc2cccc3cccnc23)sc2ccccc12 | 5% | 31 | / | ? | 82 | ?
CCCC(=O)C1=C(O)C(C(=O)OC)C(C)(C)CC1=N (stereo not drawn) | 0% | 11 | -3% | 27% | -18 | 36%[activator]
COc1ccc(OC)c(Cc2nnc(CCC(=O)N3CCN(C4CCCC4)CC3)o2)c1 | -7% | 40* | -11% | 1% | 99* | 4%
O=C(NC(=O)c1ccccc1N1CCCCC1)Nc1ccc(Br)cc1 | 8% | -3 | 9% | -2% | 9 | 8%
